SRC3 inh – SRC3 coactivator transcriptional activity inhibitors, primary screen, cell-based, luminescence. Nuclear receptor coactivator 3 (Homo sapiens), Q9Y6Q9. HEK293 GAL4-SRC3 luciferase reporter. inhibition, % at 3.6 µM. 0.17% of 360,000 active. AID 588352, 2011;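 active means inhibition above a per-campaign cutoff, the mean of all compounds plus 3 SD, cut at about 60% in these data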;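 further: 0% = DMSO-treated cells and 100% = gossypol-treated cells at 36 µM; higher means less SRC3-driven luciferase light from the GAL4 reporter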
SRC2 inh – inhibition of GAL4-SRC2 driven luciferase reporter, primary screen, SRC2 inhibitor project, cell-based, luminescence; Nuclear receptor coactivator 2 (Homo sapiens), Q15596; inhibition, % at 9 µM; 0.17% of 370,000 active; HEK293 GAL4-SRC2 luciferase reporter;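 active means inhibition above the mean inhibition of all tested compounds plus 3 SD, set per campaign, cut at about 52% in these data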;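 further: 0% = DMSO treated cells and 100% = cells given Gossypol at 36 µM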
TLR9-MyD88 inh – inhibitors of TLR9-MyD88 association in cells, primary screen, cell-based, CHO, BLA complementation, fluorescence. Toll-like receptor 9 (Homo sapiens) + Myeloid differentiation primary response protein …. CCF4 FRET ratio. inhibition, % at 4.98 µM. 0.21% of 340,000 active. AID 504734, 2011;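 active means inhibition above the mean over all tested compounds plus 3 SD, cut at about 21% in these data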;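 further: 0% = DMSO only wells and 100% = clavulanate BLA inhibitor control wells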
LRH-1 inv ag – LRH-1 (NR5A2) inverse agonists, primary screen, cell-based, luminescence, HEK293T, StAR-luciferase reporter; LRH-1 transfected, 24 h; inhibition, % at 3.6 µM; 0.13% of 360,000 active; AID 602396, 2012;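 active means inhibition above the mean inhibition of all tested compounds plus 3 SD, cut at about 73% in these data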;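 further: 0% = DMSO wells and 100% = reporter-only cells lacking LRH-1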
Target sequence (O00482 whole entry, looked up): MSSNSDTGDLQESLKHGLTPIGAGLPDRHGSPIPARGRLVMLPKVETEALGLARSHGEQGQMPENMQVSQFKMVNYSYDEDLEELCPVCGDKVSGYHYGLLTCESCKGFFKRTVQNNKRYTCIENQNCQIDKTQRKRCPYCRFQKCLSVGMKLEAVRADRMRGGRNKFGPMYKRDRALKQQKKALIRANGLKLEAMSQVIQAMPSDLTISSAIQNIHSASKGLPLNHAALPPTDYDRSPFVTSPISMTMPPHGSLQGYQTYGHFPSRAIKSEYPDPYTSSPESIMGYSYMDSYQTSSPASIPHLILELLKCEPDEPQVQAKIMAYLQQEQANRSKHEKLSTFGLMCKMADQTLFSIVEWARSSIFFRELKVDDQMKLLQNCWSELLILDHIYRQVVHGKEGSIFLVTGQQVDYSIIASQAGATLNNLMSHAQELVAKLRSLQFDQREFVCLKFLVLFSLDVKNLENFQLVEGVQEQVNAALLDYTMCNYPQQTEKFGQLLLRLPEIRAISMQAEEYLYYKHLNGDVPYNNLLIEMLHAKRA
Exocytosis inh – LAMP-1 surface exposure blockers, TALL-104 cells – cell-based, flow cytometry, MLPCN library, primary screen; TALL-104 LAMP-1 surface exposure; cells stimulated with thapsigargin and PMA; 0.66% of 360,000 active; AID 651702, 2012; inhibition, % at 10 µM;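 active means inhibition above about 55%, limit read from the data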
SRC1 inh – SRC1 coactivator transcriptional activity inhibitors, primary screen, cell-based, luminescence. inhibition, % at 3.6 µM. Nuclear receptor coactivator 1 (Homo sapiens), Q15788. HEK293 GAL4-SRC1 luciferase reporter. 0.12% of 360,000 active;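 active means inhibition above the campaign mean plus 3 SD, with each screening campaign given its own cutoff, cut at about 60% in these data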;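 further: 0% = DMSO treated cells and 100% = gossypol at 36 µM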
NR2F2 inh – NR2F2 transcriptional activity inhibitors, primary screen, cell-based, luciferase reporter, HEK293T, luminescence. COUP transcription factor 2 (Homo sapiens), P24468. HEK293T NGFI-A luciferase reporter. inhibition, % at 8.6 µM. 0.7% of 370,000 active;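 active means inhibition above a per-plate cutoff, mean inhibition of test wells between control levels plus 3 SD, cut at about 38% in these data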;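 further: cells cotransfected with COUP-TFII expression vector driving the NGFI-A reporter; 0% = median of COUP-TF2 test wells and 100% = reporter-only cells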
Target sequence (P24468 whole entry, looked up): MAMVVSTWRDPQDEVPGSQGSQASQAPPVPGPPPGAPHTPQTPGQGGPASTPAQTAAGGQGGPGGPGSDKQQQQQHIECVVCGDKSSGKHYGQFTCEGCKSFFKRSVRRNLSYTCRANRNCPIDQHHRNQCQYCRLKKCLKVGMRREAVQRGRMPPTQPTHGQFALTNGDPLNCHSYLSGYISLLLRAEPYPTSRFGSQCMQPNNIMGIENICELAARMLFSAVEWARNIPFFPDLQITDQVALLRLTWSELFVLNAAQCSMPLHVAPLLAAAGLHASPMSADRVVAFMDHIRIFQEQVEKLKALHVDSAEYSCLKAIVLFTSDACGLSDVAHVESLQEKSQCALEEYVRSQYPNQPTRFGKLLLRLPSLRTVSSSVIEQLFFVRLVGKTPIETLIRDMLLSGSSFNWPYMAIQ
TWEAK-Fn14 inh – inhibitors of TWEAK-Fn14 signaling, primary screen, luciferase reporter cells, uHTS. inhibition, % at 10 µM. AID 1159606, 2016. TWEAK-stimulated Fn14 reporter cells, luciferase luminescence, 8 h. 2% of 360,000 active; in the data active means inhibition above about 50%
NOD2 RIPK2 PPI – NOD2-RIPK2 binding disruptors in cells, primary screen, fluorescence, CHO cells, BLA complementation | Receptor-interacting serine/threonine-protein kinase 2 (Homo sapiens), O43353 | CCF4 ratio | inhibition, % at 4.98 µM | 0.38% of 360,000 active | AID 624267, 2012; in the data active means inhibition above about 21%;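 further: 0% = vehicle only and 100% = reference blocker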
ABHD5 PLIN5 PPI – ABHD5-PLIN5 interaction inhibitors, primary screen, cell lysate, split luciferase complementation, luminescence. Perilipin-5 (Homo sapiens) + 1-acylglycerol-3-phosphate O-acyltransferase ABHD5 (Homo …. Split G. princeps luciferase complementation, 4 h. inhibition, % at 4 µM. 0.78% of 360,000 active. AID 602281, 2012;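 active means inhibition above the mean inhibition across every tested compound plus 3 SD, cut at about 22% in these data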;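 further: 0% = DMSO only wells and the 100% control is not disclosed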
TROY NFkB inh – inhibitors of TROY-driven NF-kB signaling, primary screen, Q293 LMP1-TROYcd cells, NF-kB luciferase, uHTS | Q293 LMP1-TROYcd NF-kB luciferase reporter, 4 h | inhibition, % at 10 µM | AID 1347056, 2019 | 0.98% of 360,000 active;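 active means compounds whose plate-normalised and pattern-corrected inhibition of the luciferase reporter signal at the single screening dose is 50% or more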
* marks the source's active call; other numbers are inactive results. This is a subset; count on the stated rates, not on these rows.

How did COc1ccccc1N1CCN(C(=O)COc2cc(C)ccc2C)CC1 do in these assays?
SRC3 inh: 9; SRC2 inh: -36; TLR9-MyD88 inh: 5; LRH-1 inv ag: -25; Exocytosis inh: -2; SRC1 inh: -7; NR2F2 inh: -3; TWEAK-Fn14 inh: 11; NOD2 RIPK2 PPI: -15; ABHD5 PLIN5 PPI: -1; TROY NFkB inh: 3

How did CNS(=O)(=O)c1cccc(C(=O)OCC(=O)Nc2sc3c(c2C#N)CCCCC3)c1 do in these assays?
SRC3 inh: -32; SRC2 inh: -47; TLR9-MyD88 inh: 3; LRH-1 inv ag: -28; Exocytosis inh: -4; SRC1 inh: -14; NR2F2 inh: -5; TWEAK-Fn14 inh: -34; NOD2 RIPK2 PPI: -9; ABHD5 PLIN5 PPI: -2; TROY NFkB inh: -20

How did O=C(CN(Cc1ccccc1Cl)C(=O)CNS(=O)(=O)c1ccccc1)NCC1CCCO1 (stereo unspecified) do in these assays?
SRC3 inh: -2; SRC2 inh: -11; TLR9-MyD88 inh: 1; LRH-1 inv ag: 4; Exocytosis inh: 9; SRC1 inh: -6; NR2F2 inh: -5; TWEAK-Fn14 inh: 7; NOD2 RIPK2 PPI: 1; ABHD5 PLIN5 PPI: -1; TROY NFkB inh: 3

What do the screens show for `COc1cc(NC(=O)c2nn(C)c3c2CS(=O)(=O)c2ccccc2-3)cc(OC)c1`?
SRC3 inh: 0; SRC2 inh: -26; TLR9-MyD88 inh: -3; LRH-1 inv ag: -9; Exocytosis inh: 16; SRC1 inh: -11; NR2F2 inh: 6; TWEAK-Fn14 inh: -15; NOD2 RIPK2 PPI: -4; ABHD5 PLIN5 PPI: -10; TROY NFkB inh: 14

How did O=C(CSc1ncnc2c1nnn2Cc1ccc(F)cc1)NC1CCCCC1 do in these assays?
SRC3 inh: 14; SRC2 inh: -3; TLR9-MyD88 inh: 3; LRH-1 inv ag: 6; Exocytosis inh: -2; SRC1 inh: -1; NR2F2 inh: 4; TWEAK-Fn14 inh: -5; NOD2 RIPK2 PPI: -4; ABHD5 PLIN5 PPI: 2; TROY NFkB inh: 22

How did COc1cc(Br)cc(C(=O)N2CCc3ccccc32)c1OC do in these assays?
SRC3 inh: -9; SRC2 inh: -13; TLR9-MyD88 inh: 3; LRH-1 inv ag: -8; Exocytosis inh: -4; SRC1 inh: 2; NR2F2 inh: 3; TWEAK-Fn14 inh: 24; NOD2 RIPK2 PPI: 2; ABHD5 PLIN5 PPI: 3; TROY NFkB inh: -11

How did COC(=O)c1ccc(Nc2nc3ccc(C)cc3n3cnnc23)cc1 do in these assays?
SRC3 inh: -12; SRC2 inh: -9; TLR9-MyD88 inh: 9; LRH-1 inv ag: -41; Exocytosis inh: -4; SRC1 inh: -3; NR2F2 inh: -5; TWEAK-Fn14 inh: 41; NOD2 RIPK2 PPI: 4; ABHD5 PLIN5 PPI: -5; TROY NFkB inh: 4

What do the screens show for `O=C(COC(=O)c1nsc(Cl)c1Cl)NC1CCCCC1`?
SRC3 inh: 5; SRC2 inh: 3; TLR9-MyD88 inh: -1; LRH-1 inv ag: 6; Exocytosis inh: -9; SRC1 inh: 3; NR2F2 inh: 12; TWEAK-Fn14 inh: -12; NOD2 RIPK2 PPI: -5; ABHD5 PLIN5 PPI: -7; TROY NFkB inh: 7

What do the screens show for `CCc1ccc(NC(=O)Nn2cnnc2)cc1`?
SRC3 inh: 12; SRC2 inh: 21; TLR9-MyD88 inh: 8; LRH-1 inv ag: 8; Exocytosis inh: -1; SRC1 inh: -9; NR2F2 inh: 1; TWEAK-Fn14 inh: -4; NOD2 RIPK2 PPI: 0; ABHD5 PLIN5 PPI: -2; TROY NFkB inh: -24

What do the screens show for `Cc1[nH]c(=O)[nH]c(=O)c1/C=C/C(=O)OCC(C)C`?
SRC3 inh: 15; SRC2 inh: -14; TLR9-MyD88 inh: 2; LRH-1 inv ag: 13; Exocytosis inh: -1; SRC1 inh: 8; NR2F2 inh: -1; TWEAK-Fn14 inh: -17; NOD2 RIPK2 PPI: 3; ABHD5 PLIN5 PPI: 7; TROY NFkB inh: -2

How did CCOC(=O)CC1CCCCN1Cc1nc(-c2ccc(F)c(OC)c2)oc1C (stereo unspecified) do in these assays?
SRC3 inh: 19; SRC2 inh: -3; TLR9-MyD88 inh: 5; LRH-1 inv ag: 7; Exocytosis inh: 12; SRC1 inh: -25; NR2F2 inh: 9; TWEAK-Fn14 inh: -13; NOD2 RIPK2 PPI: -9; ABHD5 PLIN5 PPI: 2; TROY NFkB inh: 7

What do the screens show for `Cn1c(SCC(=O)c2ccc(F)cc2)nnc1-c1ccccn1`?
SRC3 inh: -30; SRC2 inh: 1; TLR9-MyD88 inh: 2; LRH-1 inv ag: -1; Exocytosis inh: -5; SRC1 inh: -57; NR2F2 inh: -15; TWEAK-Fn14 inh: -13; NOD2 RIPK2 PPI: -9; ABHD5 PLIN5 PPI: 3; TROY NFkB inh: -4

Results for Nc1c(Cl)ncnc1Nc1ccc(C(=O)O)cc1 ?
SRC3 inh: -3; SRC2 inh: -1; TLR9-MyD88 inh: -12; LRH-1 inv ag: 1; Exocytosis inh: -8; SRC1 inh: 13; NR2F2 inh: 17; TWEAK-Fn14 inh: 11; NOD2 RIPK2 PPI: -5; ABHD5 PLIN5 PPI: -2; TROY NFkB inh: -12

Results for Clc1cccc(CN2CCC(Cc3ccccc3)CC2)c1 ?
SRC3 inh: 16; SRC2 inh: -1; TLR9-MyD88 inh: -1; LRH-1 inv ag: 7; Exocytosis inh: -1; SRC1 inh: 3; NR2F2 inh: -2; TWEAK-Fn14 inh: -11; NOD2 RIPK2 PPI: -16; ABHD5 PLIN5 PPI: 1; TROY NFkB inh: 4

Results for CC1CCCCC1NC(=O)Cn1cnc2sccc2c1=O (stereo unspecified) ?
SRC3 inh: 18; SRC2 inh: 19; TLR9-MyD88 inh: -6; LRH-1 inv ag: -8; Exocytosis inh: 0; SRC1 inh: -2; NR2F2 inh: 3; TWEAK-Fn14 inh: -6; NOD2 RIPK2 PPI: 0; ABHD5 PLIN5 PPI: -5; TROY NFkB inh: -13

How did COc1ccc(N(CCN2C(=O)c3ccccc3C2=O)C(=O)c2cccc([N+](=O)[O-])c2)cc1 do in these assays?
SRC3 inh: 5; SRC2 inh: 16; TLR9-MyD88 inh: -6; LRH-1 inv ag: 19; Exocytosis inh: 0; SRC1 inh: 6; NR2F2 inh: 5; TWEAK-Fn14 inh: -14; NOD2 RIPK2 PPI: -1; ABHD5 PLIN5 PPI: -2; TROY NFkB inh: -9

Results for COc1ccc(Cl)cc1S(=O)(=O)N1CCCC(C(=O)NCc2ccccc2)C1 (stereo unspecified) ?
SRC3 inh: 3; SRC2 inh: -8; TLR9-MyD88 inh: -4; LRH-1 inv ag: -8; Exocytosis inh: -1; SRC1 inh: 14; NR2F2 inh: 12; TWEAK-Fn14 inh: -1; NOD2 RIPK2 PPI: -7; ABHD5 PLIN5 PPI: -2; TROY NFkB inh: 15

How did O=C(COC(=O)c1cc(=O)c2ccccc2o1)NC1CCCCC1 do in these assays?
SRC3 inh: 16; SRC2 inh: 19; TLR9-MyD88 inh: -5; LRH-1 inv ag: 4; Exocytosis inh: -4; SRC1 inh: 5; NR2F2 inh: 19; TWEAK-Fn14 inh: -55; NOD2 RIPK2 PPI: 3; ABHD5 PLIN5 PPI: 0; TROY NFkB inh: 12

What do the screens show for `O=C(CN1C(=O)C2CC=CCC2C1=O)N1CCN(c2ccc([N+](=O)[O-])cc2)CC1` (stereo unspecified)?
SRC3 inh: -7; SRC2 inh: -13; TLR9-MyD88 inh: -5; LRH-1 inv ag: -8; Exocytosis inh: 8; SRC1 inh: -1; NR2F2 inh: 0; TWEAK-Fn14 inh: -23; NOD2 RIPK2 PPI: -7; ABHD5 PLIN5 PPI: -9; TROY NFkB inh: 24

How did Cc1ccc(N2C(=O)C(Cl)=C(NCCO)C2=O)c(C)c1 do in these assays?
SRC3 inh: 9; SRC2 inh: -19; TLR9-MyD88 inh: -9; LRH-1 inv ag: 14; Exocytosis inh: 0; SRC1 inh: -2; NR2F2 inh: 7; TWEAK-Fn14 inh: -9; NOD2 RIPK2 PPI: 1; ABHD5 PLIN5 PPI: -3; TROY NFkB inh: 5

Results for CCOC(=O)c1c(C)[nH]c(C(=O)COC(=O)[C@H](C)N2C(=O)C3CCCCC3C2=O)c1C (stereo partly specified) ?
SRC3 inh: -10; SRC2 inh: -32; TLR9-MyD88 inh: 2; LRH-1 inv ag: -19; Exocytosis inh: -3; SRC1 inh: -12; NR2F2 inh: 3; TWEAK-Fn14 inh: 21; NOD2 RIPK2 PPI: -5; ABHD5 PLIN5 PPI: -3; TROY NFkB inh: 19

What do the screens show for `COCCN(Cc1nnc(-c2cccs2)o1)C(=O)c1cccc(S(=O)(=O)N2CCOCC2)c1`?
SRC3 inh: -7; SRC2 inh: -3; TLR9-MyD88 inh: -4; LRH-1 inv ag: 26; Exocytosis inh: 0; SRC1 inh: -15; NR2F2 inh: 1; TWEAK-Fn14 inh: -3; NOD2 RIPK2 PPI: -8; ABHD5 PLIN5 PPI: 1; TROY NFkB inh: -11

How did O=C(C[C@@H]1C/C=C\C[C@H](NC(=O)OCC2c3ccccc3-c3ccccc32)C(=O)O[C@H](c2ccccc2)CNC1=O)NCCO do in these assays?
SRC3 inh: 7; SRC2 inh: -25; TLR9-MyD88 inh: -3; LRH-1 inv ag: -12; Exocytosis inh: -20; SRC1 inh: 11; NR2F2 inh: -9; TWEAK-Fn14 inh: -9; NOD2 RIPK2 PPI: -3; ABHD5 PLIN5 PPI: 11; TROY NFkB inh: -15

How did CCc1nc(SCC(=O)N2c3ccccc3Sc3ccccc32)c2ccccc2n1 do in these assays?
SRC3 inh: 9; SRC2 inh: 12; TLR9-MyD88 inh: -7; LRH-1 inv ag: 14; Exocytosis inh: -1; SRC1 inh: -6; NR2F2 inh: 21; TWEAK-Fn14 inh: 19; NOD2 RIPK2 PPI: -2; ABHD5 PLIN5 PPI: -2; TROY NFkB inh: 2

Screening data from PubChem BioAssay.
